# High-throughput results from PubChem.
# LmPK inh: blocks Leishmania mexicana pyruvate kinase activity. actives 0.37% (n = 290,000). purified LmPK, Kinase-Glo ATP luminescence, 1 h. Potency, µM (series often up to 57.5 µM), for the others: at the highest dose activity change, negative = inhibition, actives largely listed as inhibitors
# Target sequence (Q27686 whole entry, looked up): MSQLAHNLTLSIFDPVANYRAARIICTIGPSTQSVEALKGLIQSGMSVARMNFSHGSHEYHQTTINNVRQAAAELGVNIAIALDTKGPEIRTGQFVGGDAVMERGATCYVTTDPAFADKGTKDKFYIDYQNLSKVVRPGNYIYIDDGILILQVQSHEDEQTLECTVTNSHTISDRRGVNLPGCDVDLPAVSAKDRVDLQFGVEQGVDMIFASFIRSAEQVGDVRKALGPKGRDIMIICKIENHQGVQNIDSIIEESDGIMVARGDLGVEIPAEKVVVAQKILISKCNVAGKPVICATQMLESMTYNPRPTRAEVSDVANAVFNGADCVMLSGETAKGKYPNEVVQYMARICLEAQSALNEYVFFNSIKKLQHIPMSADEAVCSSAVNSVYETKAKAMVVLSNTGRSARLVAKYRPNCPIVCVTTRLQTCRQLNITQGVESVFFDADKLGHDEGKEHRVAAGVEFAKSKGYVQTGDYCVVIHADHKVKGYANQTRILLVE
#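 Purified LmPK (0.1 nM) with 0.5 mM PEP and 0.1 mM ADP in imidazole buffer pH 7.2 with MgCl2/KCl, 1 h at room temperature. ATP formed was read by luciferase luminescence and normalized to no-enzyme and uninhibited controls.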
# Tb PYK inh: blocks Trypanosoma brucei pyruvate kinase; Q57TT1; TbPYK enzyme, Kinase-Glo Plus ATP luminescence, 45 min; Potency, µM (titrated, usually from 76.8 µM), for inactives: at the highest dose activity, negative = inhibition, hits mostly inhibitors; actives 0.12% (n = 410,000); AID 624173; note: nearly all actives have a fitted effect of over 50% in size
#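 Enzyme and substrate buffer are dispensed first and compound is pin-transferred. ADP at 130 uM final then starts the reaction, which runs 45 min at room temperature. Detection reagent is added for 10 min before luminescence is imaged.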
# Pf growth 48h: inhibits P. falciparum growth in the first generation, 48 h | actives 5.9% (n = 310,000) | Potency, µM (series often up to 28.7 µM), for inactives: at the highest dose activity change, negative = inhibition, most hits filed as inhibitors | P. falciparum luciferase growth in erythrocytes, 48 h
#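 Growth was read as firefly luciferase luminescence after a 48 h, 37 C, 5% CO2 exposure of compounds to reporter-bearing P. falciparum cultures (0.1% parasitemia, 2% hematocrit final) in Albumax-supplemented RPMI 1640.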
# Sm TGR block: inhibitors of Schistosoma mansoni thioredoxin glutathione reductase; actives 3% (n = 360,000); Potency, µM (series often up to 114 µM), inactives show at the highest dose activity change, negative = inhibition, actives largely listed as inhibitors; Q962Y6; purified TGR, DTNB reduction, TNB absorbance 405 nm; note: nearly all actives have a fitted effect of over 60% in size
#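 Kinetic colorimetric format: TGR-catalysed, NADPH-driven DTNB reduction monitored via TNB absorbance. Enzyme dispensed at 20 nM; compound exposure 15 min at room temperature before reaction start.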
# Pf growth 96h: P. falciparum growth inhibition at 96 hours | P. falciparum luciferase reporter growth, 96 h | Potency, µM (doses to about 28.7 µM), without a hit: at the highest dose activity change, negative = inhibition, hits mostly inhibitors | actives 6.9% (n = 320,000) | AID 504834
#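 Compounds incubated with erythrocytes infected by luciferase-expressing P. falciparum (2% hematocrit, 0.05% parasitemia final) for 96 hours, 37 C in 5% CO2. Growth inhibition scored as decreased luciferase luminescence.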
# HCV inh: HCV inhibition; Huh7.5.1 HCVcc-Cre infection, luciferase reporter, 44 h; Potency, µM (series often up to 41.8 µM), without a hit: at the top dose activity change, negative = inhibition, actives largely listed as inhibitors; actives 3.4% (n = 340,000)
#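 Whole-lifecycle infectious HCVcc-Cre system; cells 1,000/well, compound then virus (~0.5 moi) added 4 h after plating, 44 h culture. Luciferase read 15 sec following 15 min substrate incubation, room temp.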
# * marks the source's active call; other numbers are inactive results; ? = inconclusive; nt = not tested or not shown; [ ] = remark or other dose. Calls come from the whole dose curve; as a rule, active = well fitted curve in the direction sought with a large enough effect; inconclusive = small, poorly fitted or top-dose-only effect, or another doubt; inactive = no such curve, though single readings can be large; an effect the other way counts as inactive or inconclusive. % is set by controls: 0 for no effect and ±100 for the full control effect; potency is the fitted concentration of half-maximal effect. Hits appear at their usual frequency; overall some 16% were active at least once.
No.	SMILES	LmPK inh	Tb PYK inh	Pf growth 48h	Sm TGR block	Pf growth 96h	HCV inh
1	CN1C(=O)/C(=C/c2ccco2)SC1=Nc1cccc(C(=O)O)c1	0%	-2%	36%[activator]	14µM*	?	6%
2	COc1cc(OC)cc(C(=O)NCC(=O)OCC(=O)C(C)(C)C)c1	-9%	2%	-3%	-14%	13%	10%
3	O=C(Nc1ccncc1)c1cccn(Cc2ccccc2)c1=O	3%	3%	13%	?	?	8.9µM*
4	c1ccc(Sc2ncnc3c2oc2ccccc23)cc1	-3%	2%	105%[activator]	11%	30%	-25%
5	O=C(O)C=C1C2CC3CC(C2)CC1C3	-2%	-1%	0%	1%	-20%	7%
6	O=C(Nc1ccccc1Oc1ccccc1)c1cc([N+](=O)[O-])ccc1Cl	2%	0%	?	-15%	-17%	?
7	c1ccc2c(c1)COC(CN1CCCCC1)OC2	-1%	0%	-2%	0%	38%[activator]	5%
8	Cc1occc1-c1nnc(SCC(=O)Nc2nccs2)n1Cc1ccco1	4%	-5%	12%	?	nt	8%
9	Cc1ccccc1N1OC2C(=O)N(c3ccc(F)cc3)C(=O)C2C1c1ccccn1 (centres undefined)	2%	1%	-3%	-9%	127%[activator]	-9%
10	O=C(CN1CCCCC1)c1cccc(Br)c1	-3%	5%	-24%	-16%	?	1%
11	C/C(CCC1CC(C)OC1=O)=N\NC(N)=O (centres undefined)	-8%	0%	10%	1%	25%	2%
12	COc1ccccc1N1C(=S)NC2CS(=O)(=O)CC21 (centres undefined)	-4%	-13%	32%[activator]	-14%	34%	6%
13	CC(C)(C)N=Cc1c(O)ccc2oc3c(c12)CCCC3	3%	1%	23%[0.00184 µM]	0%	7%	-3%
14	CC[C@@]1(c2cccc(C)c2)C(=O)N(C(=O)OC)N1C(=O)OC	1%	-13%	58%[activator]	1.6µM*	60%[activator]	16%
15	Cc1occc1C(=O)NCc1cccc(CNC(=O)c2ccoc2C)c1	7%	-24%	5%	40µM*	2%	-3%
16	Cc1ccc(NC(=O)CSCC(=O)O)cc1	4%	4%	10%	-2%	1%	15%
17	CC(=O)N(C)c1cccc(-c2ccc3nnc(C)n3n2)c1	1%	3%	14%[0.00184 µM]	0%	10%	13%
18	COc1ccc(C2NC(=O)c3sc(=S)n(-c4ccccc4)c3N2)cc1 (centres undefined)	2%	?	?	9%	nt	-7%
19	C/C=C/C(=O)Nc1cccc(C2=NOC3(C2)C[C@@H](C(N)=O)N(C(=O)/C(C)=C/C)C3)c1 (some centres undefined)	5%	-8%	70%[activator]	-18%	?	-1%
20	CCC(C(=O)NCc1ccc(F)cc1)N(CCc1ccccc1)C(=O)c1snc(C(N)=O)c1N (centres undefined)	2%	0%	?	1%	179%[activator]	2%
21	CCOC(=O)c1oc2ccccc2c1COC(=O)CNC(=O)c1ccc(C)cc1	nt	0%	-17%	-2%	12%	-6%
22	C=CCCCCCCCC(=O)OC	9%	-9%	?	50µM*	6%	21%
23	Cc1ccccc1NC(=O)COc1coc(CN2CCCc3ccccc32)cc1=O	nt	2%	?	-17%	?	?
24	CN1CCN(CCCNC(=O)c2ccc(/C=C3\Oc4ccccc4N(Cc4ccccc4F)C3=O)cc2)CC1	5%	3%	?	-6%	4%	14µM*
25	CN(CC(=O)Nc1ccccc1C(=O)N1CCCC1)S(=O)(=O)c1ccc(Br)cc1	5%	-2%	nt	0%	?	-7%
26	CCN(CC)S(=O)(=O)c1cccc(C(=O)OC2CCOC2=O)c1 (centres undefined)	7%	3%	28%	-12%	19%	24%
27	O=C(COc1cccnc1[N+](=O)[O-])NCCc1ccc(F)cc1	2%	1%	8%	nt	14%	-5%
28	COc1ccc(NC2CCCN(C(=O)C3=NN(C)C(=O)CC3)C2)cc1OC (centres undefined)	5%	-5%	17%	-21%	-25%	19%
29	CCOc1ccc(-c2noc(CCCC(N)=O)n2)cc1OC	1%	-7%	nt	7%	0%	-9%
30	O=C(NNS(=O)(=O)c1ccc(F)cc1)c1ccc([N+](=O)[O-])cc1Cl	2%	2%	2%	-32%	?	11%

# The last 3 entries of the section above are carried over, then new ones follow:
No.	SMILES	LmPK inh	Tb PYK inh	Pf growth 48h	Sm TGR block	Pf growth 96h	HCV inh
28	COc1ccc(NC2CCCN(C(=O)C3=NN(C)C(=O)CC3)C2)cc1OC (centres undefined)	5%	-5%	17%	-21%	-25%	19%
29	CCOc1ccc(-c2noc(CCCC(N)=O)n2)cc1OC	1%	-7%	nt	7%	0%	-9%
30	O=C(NNS(=O)(=O)c1ccc(F)cc1)c1ccc([N+](=O)[O-])cc1Cl	2%	2%	2%	-32%	?	11%
31	COc1ccccc1NC(=O)Cc1nnc(SCC(=O)c2ccc(F)cc2)n1C	11%	-1%	?	1%	36%[activator]	-11%
32	CC(C)(Cc1cc(CC(C)(C)C(=O)O)cc(C(C)(C)C)c1)C(=O)O	9%	-1%	?	4%	?	17%
33	COc1cccc(OCCNC(=O)c2cc([N+](=O)[O-])cc([N+](=O)[O-])c2)c1	-8%	8%	?	-16%	9%	-3%
34	COc1ccccc1NC(=S)N(Cc1ccccc1)Cc1cccs1	-3%	2%	20%	3%	13µM*	8%
35	CCCCCCCCCCOC(=O)Cn1c(COc2ccc(Cl)cc2)[n+](C)c2ccccc21	9%	-10%	?	?	?	?
36	CCCN(CCC)S(=O)(=O)c1ccc(C(=O)N2CCOCC2)cc1	-2%	3%	nt	3%	-20%	5%
37	O=C(Nc1ncn[nH]1)C(F)(F)C(F)F	0%	2%	-2%	0%	14%	16%
38	NS(=O)(=O)c1ccc(CCNC(=O)CCCCCNc2nc(=S)[nH]c3ccccc23)cc1	-5%	nt	-7%	0%	2.9µM*	10%
39	Oc1ccc(Br)cc1/C=N/Nc1ccccn1	-2%	-14%	1.5µM*	-1%	-4%	3.5µM*
40	Cc1ccc(C)c(C(=O)NCc2ccncc2)c1	-5%	-8%	-18%	-4%	4%	0%
41	N#Cc1ccccc1Cn1c(=O)n(C2CCCC2)c(=O)c2ccccc21	-2%	-3%	nt	1%	nt	-14%
42	CC(=NCCCO)c1c(O)n(Cc2ccccc2)c(=O)[nH]c1=O	-9%	0%	-6%	6%	-5%	9%
43	COc1ccccc1N(C)S(=O)(=O)c1ccc(C(=O)N(C)Cc2ccc(Cl)s2)cc1	nt	4%	12µM*	-3%	?	?
44	Cc1cc(NC(=O)c2noc3c2CCCC3)n(-c2ccccc2)n1	-7%	-5%	13%	1%	310%[activator]	-1%
45	Cc1ccc(OCC(=O)NNC(=O)C2CCN(c3ncccn3)CC2)cc1	-1%	15%	-12%	9%	1%	18%
46	Cn1ncc(C#N)c1NC(=O)C1CC(c2c(F)cccc2Cl)=NO1 (centres undefined)	-5%	4%	32%[activator]	1%	?	10%
47	O=C1OC(c2ccccc2)=N/C1=C\C=C\c1ccccc1[N+](=O)[O-]	-3%	-9%	19%	-8%	0.47µM*	-7%
48	CC(C)CNC(=O)c1cccc(NC(=O)c2ccc3c(c2)C(=O)N(C)C3=O)c1	7%	2%	0%	13%	123%[activator]	3%
49	O=c1[nH]c2cc3c(cc2cc1CN(CCO)S(=O)(=O)c1ccccc1)OCCO3	-1%	1%	99%[activator]	4%	-14%	?
50	CS(=O)(=O)N(CC(=O)N1CCN(c2ccccc2)CC1)Cc1ccc(Cl)cc1	13%	-4%	-1%	2%	nt	-5%
51	O=C(COc1ccccc1[N+](=O)[O-])Nc1ccccc1N1CCCCC1	-7%	-8%	-8%	-18%	-24%	?
52	CN(c1ccccc1)S(=O)(=O)c1cccc(C(=O)NCCCN2CCCC2=O)c1	nt	6%	?	-13%	?	7%
53	CN1[C@H]2CC[C@@H]1C(C(=O)N1CCOCC1)=C(O)C2	nt	-6%	55%[activator]	-4%	40%[activator]	3%
54	O=C(NCc1ccc(F)cc1)C(c1ccccc1)N(C(=O)c1csnn1)c1ccccc1 (centres undefined)	-6%	1%	?	-8%	44%[activator]	-4%
55	O=C(NCC(c1ccco1)N1CCOCC1)c1ccc(C(F)(F)F)cc1 (centres undefined)	nt	-12%	18%	0%	3%	5%[8.37 µM]
56	CCc1cccc(C)c1NC(=O)N(C)C1CCCCC1	4%	3%	-23%	27%	0%	6%
57	CCN(CC)S(=O)(=O)c1ccc(C(=O)NN(C)C2=NS(=O)(=O)c3ccccc32)cc1	6%	9%	-3%	8%	?	14%
58	CCOC(CNC(=O)c1cccc([N+](=O)[O-])c1)OCC	-1%	-2%	-10%	2%	8%	8%
59	CCN(CC)S(=O)(=O)c1ccc(N2CCCC2)c(NC(=O)Cc2ccccc2)c1	5%	1%	?	-23%	?	?
60	O=C(CSc1ccc(Br)cc1)NC1CCS(=O)(=O)C1 (centres undefined)	nt	5%	9%	-16%	3%	19%
61	O=C(CNS(=O)(=O)c1ccc(Br)cc1)N1CCN(Cc2ccccc2)CC1	-1%	-3%	3%	-13%	?	?
62	O=S(=O)(c1ccc(F)c(Cl)c1)N1CCN(C/C=C/c2ccccc2)CC1	nt	2%	?	-2%	?	12%
63	Cc1sc2ncnc(N3CCC(C(=O)Nc4cc(Cl)ccc4Cl)CC3)c2c1C	nt	-1%	?	5%	?	?
64	S=c1[nH]nc(-c2cccs2)n1/N=C/c1c(Cl)cccc1Cl	-21%	-16%	-1%	-2%	1%	7%
65	COc1ccc(NC(=O)Nc2ccc3c(c2)N(C)C(=O)CS3)cc1OC	0%	-11%	?	-8%	67%[activator]	?
66	Oc1cccc(NC(=S)Nc2cccnc2)c1	-2%	7%	15%	50µM*	60%[activator]	5%
67	CC(=O)N1Cc2cc([N+](=O)[O-])ccc2Oc2ccccc21	10%	12%	-7%	4%	?	-13%
68	O=C(Cc1cccc2ccccc12)Nc1ccc2oc(-c3ccccc3)nc2c1	6%	1%	nt	0%	-22%	?
69	O=C(CSc1nnc(-c2ccncc2)o1)Nc1nncs1	-2%	2%	21%	8%	?	11%
70	CCCC(=O)NC(c1cccs1)c1cc(Cl)c2cccnc2c1O (centres undefined)	4%	-11%	3.7µM*	1%	?	3.2µM*
71	COc1ccc(-c2cc3c(=O)n(CC(=O)NCc4ccc(F)cc4)ncn3n2)cc1	1%	1%	142%[activator]	36%[activator]	7%	6%
72	COc1cc(OC)cc(-c2n[nH]c(=S)n2-c2cc(OC)ccc2OC)c1	3.5µM*	?	nt	-1%	nt	-2%
73	COc1ccc(NC(=O)NCc2ccc3c(c2)OCO3)cc1	3%	4%	10%	8%	22%	-7%
74	O=C(NCc1cccs1)C1CC(=O)N(c2ccc(Cl)cc2)C1 (centres undefined)	-1%	1%	20%	nt	28%	2%
75	CN(C(=O)c1cccc(NC(=O)c2ccco2)c1)c1ccccc1	-1%	0%	-7%	-4%	?	0%
76	COC(=O)C1=C(C)N(Cc2ccco2)C(=O)N[C@@H]1c1ccco1	-3%[11.5 µM]	1%	nt	nt	nt	-4%
77	CCOC(=O)c1c(NC(=O)CCC(=O)N(CC)CC)sc2c1CC(C)(C)OC2	0%	1%	-33%	5%	-23%	?

# Random excerpt: four entries already listed
No.	SMILES	LmPK inh	Tb PYK inh	Pf growth 48h	Sm TGR block	Pf growth 96h	HCV inh
71	COc1ccc(-c2cc3c(=O)n(CC(=O)NCc4ccc(F)cc4)ncn3n2)cc1	1%	1%	142%[activator]	36%[activator]	7%	6%
69	O=C(CSc1nnc(-c2ccncc2)o1)Nc1nncs1	-2%	2%	21%	8%	?	11%
66	Oc1cccc(NC(=S)Nc2cccnc2)c1	-2%	7%	15%	50µM*	60%[activator]	5%
64	S=c1[nH]nc(-c2cccs2)n1/N=C/c1c(Cl)cccc1Cl	-21%	-16%	-1%	-2%	1%	7%
